High-throughput results: PubChem, Small Molecule Screening Facility, UW Madison
SSB-PriA inh = blocks PriA binding to SSB C-terminal tail; AlphaScreen SSBct-PriA binding, biotinylated peptide; inhibition, % at 33 µM; AID 1272365; 0.6% of 430,000 active; in the data active = inhibition mostly above about 37%, no sharp cut-off; inactive = mostly below about 20%;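 also: plate controls were negative control peptide for no effect and reference peptide for full effect; strong numbers were not always called active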
Starred values were filed as active, the others as inactive; & = joins results of further samples. Not all compounds are listed (hit frequency here may not be typical).

structure	SSB-PriA inh
COC(=O)c1ccc(C(=O)N2CCS[C@H](c3cc(F)ccc3F)CC2)cc1	-4.0
N#Cc1c(NC(=O)c2cccc(-n3cnnn3)c2)sc2c1CCCC2	4.0
Cc1ccc(NC(=O)Cn2c(C(=O)NCc3cccc(Cl)c3)cccc2=O)c(Cl)c1	4.0
COc1cc(NC(=O)c2ccccc2C(F)(F)F)ccc1N1CCCCC1=O	3.0
CSc1ccc(C(=O)Nc2cccc3c2C(=O)NC3=O)cc1	1.0
CC(=O)Nc1ccc(NC(=O)CSc2nnc(Cc3cccn3C)n2-c2ccc(C)cc2)cc1	20.8
NC(=NOC(=O)c1cccc(Br)c1)c1ccc(Br)cc1	-17.1
CSC1=NCCN1	-9.0
O=C1NCCCc2nc(NC(=O)[C@@H]3CC=CCC3)sc21	-2.0
O=C(c1ccco1)N1CCc2ccc(NC(=O)N3CCNC3=O)cc2C1	-7.0
COc1cc(CNCCCc2ccc(C(F)(F)F)cc2)cc(OC)c1OC	-17.0
Cc1cc(NS(=O)(=O)c2ccc(NC(=O)c3cc4c(ccc5ccccc54)oc3=O)cc2)no1	-6.0
O=C(Cn1cccc(-c2nc(-c3ccc(Cl)cc3)no2)c1=O)Nc1ccc2c(c1)OCO2	-18.0
COc1ccc(CCNC(=O)c2nnn(-c3ccccc3)c2CSc2nc(C)cc(C)n2)cc1OC	-5.0&11.0
Cc1noc(CCCNC(=O)[C@H]2CCc3nc[nH]c3C2)n1	-22.0
Cc1csc(-c2csc(N)n2)c1	-18.0
O=C(Cc1csc(NC(=O)c2ccccc2)n1)Nc1ccc(OC(F)(F)F)cc1	-8.0
Cc1nsc(C(=O)N2CCC[C@H](C)C2)n1	-12.0
O=C(Cl)c1ccc(S(=O)(=O)N2CCCC2)cc1	0.0
CC(=NNC(=O)c1ccoc1C)c1ccccc1	-4.2
O=C(COc1ccc(Cl)cc1)NC1CC2C(=O)Nc3ccccc3N2C1 (configuration not stated)	-5.0
Cc1csc(NC(=O)CCCn2nc(-c3ccco3)ccc2=O)n1	-11.0
O=C(CCn1nc(-c2ccccc2)cc1-c1ccccc1)N/N=C\c1ccco1	20.0
CN1CCc2cc(C(CNC(=O)C(=O)NCc3cccs3)N(C)C)ccc21 (configuration not stated)	2.0
CCN(CC)CCOC(=O)c1ccc(N/C=C(\C#N)c2nc(-c3cc4ccccc4oc3=O)cs2)cc1	-14.0
COc1ccc(N2CCN(C(=S)Nc3ccc(C(C)=O)cc3)CC2)cc1	5.0
O=C(O)Cn1cc(C=NNc2ccc([N+](=O)[O-])cn2)c2ccccc21	21.9
COc1cc(C(=O)N/N=c2\oc3ccccc3cc2C(N)=O)cc(OC)c1OC	-25.0
Cc1cc(=O)n2c(-c3ccc(NS(=O)(=O)Cc4ccccc4)cc3)csc2n1	-4.0
FC(F)(F)c1cccc(N2CCN(c3ncnc4sccc34)CC2)c1	-11.0
CC(=NN=Cc1cccc(F)c1)c1nnn(-c2nonc2N)c1C	9.7
CCn1nc(C)cc1C(=O)N(Cc1ccccc1)c1nc2cc(OC)ccc2s1	-10.0
COc1ccc(S(=O)(=O)Nc2ccc3c(c2)N(C(=O)C(C)(C)C)CC3)c(C)c1	5.0
COc1ccc(NC(=O)NC[C@H]2CC(=O)N(c3ccc4c(c3)OCO4)C2)c(OC)c1	2.0
O=S(=O)(NCC(c1ccsc1)N1CCc2ccccc2C1)c1ccc2c(c1)OCCO2 (configuration not stated)	7.0
NC(Cc1ccc([N+](=O)[O-])cc1)=NOC(=O)Cc1ccc(Cl)cc1	-7.0
Cc1cn2c(CCC(=O)NCc3cccnc3)csc2n1	-2.0
O=C(Cn1cnc2c(c1=O)CN(Cc1ccccc1)CC2)Nc1ccc2c(c1)OCO2	-4.0
Cc1ccc(-n2c(=O)c3ccccc3n(Cc3nc(-c4ccc(F)c(Cl)c4)no3)c2=O)cc1C	1.0
O=C(Nc1ccc(S(=O)(=O)N2CCCC[C@H]2c2cccnc2)cc1)c1ccc(Cl)cc1Cl	-9.0
COc1cccc2cc(C(=O)Oc3cccc4cccnc34)c(=O)oc12	16.9
Cc1cccc(-n2ncc3c(=O)n4c(nc32)SCC4CC(=O)Nc2ncccc2C)c1 (configuration not stated)	2.0
CSc1ccccc1NC(=O)C(=O)NCC(C)(O)c1cc2ccccc2o1 (configuration not stated)	-8.0
Cc1c(C(=O)Nc2nc(-c3ccccn3)cs2)cccc1[N+](=O)[O-]	25.8
Cn1c(=O)oc2ccc(S(=O)(=O)NCC3CCN(Cc4ccccc4)CC3)cc21	-5.0
O=C(c1ccc2nc[nH]c2c1)N1CCN(CCn2ccnc2-c2ccccc2)CC1	4.0
Cc1ccc(NC(=O)CSc2cc(C)c3ccccc3n2)cc1	-5.0
Cc1cc(N2CCN(Cc3ccc(F)cc3)CC2)n2c(nc3ccccc32)c1C#N	-4.0
O=C(c1ccccc1C(F)(F)F)N1CCN(c2ccc(-c3cccnc3)nn2)CC1	-8.0
COc1ccccc1CNC(=O)C1CN(S(C)(=O)=O)C1	-4.0
O=C(Cn1ccc2ccccc21)NC1CCN(c2nccs2)CC1	12.0
CC(=NNC(=O)CCCNc1ccccc1)c1ccncc1	-7.5
O=C(Nc1ccc(-c2nc3ccccc3s2)cc1)c1ccccc1F	2.0
Cc1ccc(OCC(=NO)C(C)(C)C)c([N+](=O)[O-])c1	-8.4
COC(=O)c1ccc(OC)c(CN2C(=O)N(c3cccc(SC)c3)S(=O)(=O)c3ccccc32)c1	10.0
c1ccc2c(c1)ccc1cccnc12	29.4
COc1ccccc1-c1noc(C2CN(C(=O)NCc3cccs3)C2)n1	-11.0
CCn1c(SCC(=O)N2CCCc3ccccc32)nc2c(-c3ccccc3)csc2c1=O	-1.0
Cc1ccc(S(=O)(=O)Oc2ccc(C)cc2C=NN=C2NC(=O)C(C)S2)cc1 (configuration not stated)	-21.8
COc1ccc(Cl)cc1Nc1nn2c(=O)c3cc(OC)c(OC)cc3nc2s1	11.0

Following part:
structure	SSB-PriA inh
COc1cc(C)c(Cl)cc1S(=O)(=O)Nc1ccc(-c2cn3ccc(C)nc3n2)cc1	-17.0
CCOc1ccc2ccccc2c1C(=O)Nc1ccc2c(c1)CC(=O)N2CC	0.0
O=C(CCc1csc(NC(=O)c2ccc[nH]c2=O)n1)NCCc1ccccc1	-6.0
CCCCCOc1ccc(C(=O)Nc2nc3cc4c(cc3s2)OCO4)cc1	-10.0
Cc1cc(C(=O)Nc2ccc3sccc3c2)no1	4.0
O=C(NCCOc1cccc(C(F)(F)F)c1)c1ccc(S(=O)(=O)N2CCCC2)cc1	-16.0
c1c2c(cc3sc(N4CCN(c5nc6cc7c(cc6s5)OCCO7)CC4)nc13)OCCO2	-1.0&5.0
COc1ccccc1C(=O)N1CCN(c2ccc(-c3ccc(C)c(C)c3)nn2)CC1	-1.0
CCOCCSc1nnc(-c2cn(CC)nc2OCC)n1C	3.0
O=C(O)c1ccc2c(=O)nc3c(-c4cccc(F)c4)n[nH]n3c2c1	-2.0
CSc1ccc(NC(=O)C(C)(C)C)nn1	1.0
COc1cc(OC)cc(C(=O)N2CCN=C2SCc2cccc(F)c2)c1	-15.0
CC(O)(CNC(=O)CN1C(=O)CCC1=O)c1ccc(-c2ccccc2)cc1 (configuration not stated)	-6.0
O=C(NCCNC(=O)c1ccco1)c1ccc(NC(=O)C2CC2)cc1	-9.0
COc1ccc(CC2(C)OC(c3ccc(C(C)(C)C)cc3)=NN2C(C)=O)cc1 (configuration not stated)	62.5*
COc1ccc(S(=O)(=O)NCC(C)(O)c2cc3ccccc3s2)cc1C(N)=O (configuration not stated)	-13.0
Cc1ccc(N2C(=O)C3N=NN(Cc4nc(-c5ccc6c(c5)OCO6)no4)C3C2=O)cc1F (configuration not stated)	-2.0
C=CCN=c1scc(C)n1N=Cc1ccc(O)c(O)c1	24.1
CC(=NN(c1ccccc1)c1ccccc1)c1ccc(O)cc1	16.9
CCC/C=N\NC(=O)c1cc(OC)c(OC)c(OC)c1	18.0
Cn1cccc1C(O)CNC(=O)C(=O)Nc1ccon1 (configuration not stated)	-10.0
O=C(Nc1ccc(-c2ccc3nnc(-c4ccncc4)n3n2)cc1)c1cccc2ccccc12	-15.0
O=C(NN=Cc1cccnc1)c1cccc(NC(=O)c2cccc(Br)c2)c1	-5.7
CC(C)(C)OC(=O)Cn1cc(S(=O)(=O)N2CCCCC2)ccc1=O	0.0
Cc1ccc2c(c1)OCC(=O)N2Cc1nc(-c2ccccc2C)no1	-11.0
O=C(c1cccc(C(F)(F)F)c1)N1CCC(n2c(=O)[nH]c3ccc(F)cc3c2=O)CC1	-19.0
Cn1c(-c2ccccn2)nn(CCNC(=O)C2(c3cccs3)CCCC2)c1=O	-2.0
CCC(=O)Nc1ccc2c(c1)OCC(C)(C)C(=O)N2	-14.0&21.0
O[C@@H](Cn1cnc(-c2ccccc2)c1-c1ccccc1)Cn1c2ccc(Cl)cc2c2cc(Cl)ccc21	-9.0
CC(C)NC(=O)NCCn1nc(C(F)(F)F)n(C)c1=O	-8.0
CC(C)(C)S(=O)(=O)[C@H]1CCN(C(=O)c2cccc(Br)c2)C1	-16.0
CCSc1ccccc1C(=O)NC1CCCC(OC(=O)Nc2ccccc2)C1 (configuration not stated)	-9.0
COc1cn(CC(=O)NCc2ccco2)c(CO)cc1=O	-7.0
CCOc1ccc(-c2noc(-c3sccc3S(=O)(=O)N(C)c3ccc4c(c3)OCO4)n2)cc1	-4.0
COc1ccccc1CNC(=O)CN(C)c1nc2c(C(F)(F)F)cccc2s1	-4.0
COCCn1c(SCc2nc(-c3ccccc3Cl)no2)nc2ccsc2c1=O	-10.0
O=S(=O)(Nc1ccc2c(c1)CCCN2S(=O)(=O)c1cccs1)c1ccccc1Cl	-7.0
CCn1c(=NC(=O)c2ccccc2S(=O)(=O)CC)sc2cc3c(cc21)OCCO3	-4.0
Cc1oncc1C(=O)NCCCN1CCN(c2ccccc2)CC1	-9.0
O=C(N/N=C\c1c[nH]c2ccccc12)c1cc(-c2ccc(Cl)s2)[nH]n1	17.0
COc1cccc(C=NNC(N)=S)c1OS(=O)(=O)c1ccccc1	-9.2
COc1ccc(Cl)cc1S(=O)(=O)Cc1nc(-c2cccc(C(F)(F)F)c2)no1	-51.0&-8.0
COc1cccc(C2C(S(=O)(=O)c3ccc(C)cc3)=C(O)C(=O)N2c2ccc(C)cc2)c1 (configuration not stated)	-5.0
C1=NOC2c3ccccc3OCC12 (configuration not stated)	-10.0
CSc1ccccc1C(=O)Nc1nc(-c2nc3ccccc3s2)cs1	-14.0
CCc1nc(Nc2ccc(N(C)C)cc2)c2oc3ccccc3c2n1	67.0
COc1ccc(C(=O)NCCn2ncc3c(=O)n(Cc4cccc(Cl)c4)cnc32)cc1	9.0
COC(=O)c1ccc(S(=O)(=O)N2CCCN(CCn3nc(C)cc3C)CC2)cc1	0.0
Cc1cc2nnn(-c3ncnc4sc(-c5ccccc5)cc34)c2cc1C	-10.0
CCC(CC)C(=O)Nc1cccc(C(C)=NNC(=O)c2c(Br)cnn2C)c1	-2.8
OCC1(CO)COC1	-11.0
COc1ccc(C)cc1S(=O)(=O)NCC(c1cccn1C)N1CCc2ccccc2C1 (configuration not stated)	2.0
COC(=O)C1CC(Oc2ccccc2F)CN1C(=O)NCc1ccc(OC)c(OC)c1 (configuration not stated)	2.0
CCOc1cc(C=NNC(=O)COc2ccc(C)cc2)ccc1OC(=O)c1cccs1	10.5
CS(=O)(=O)N1CCc2nc(NC(=O)c3ccc4nsnc4c3)sc2C1	-3.0
COC(CNS(=O)(=O)c1ccccc1Br)c1cccc(F)c1 (configuration not stated)	-30.0
Oc1ccc(C=NNc2nc(-c3ccc(Cl)cc3)cc(C(F)(F)F)n2)cc1	15.2
COC(=O)c1ccc(Cn2c(=O)n(Cc3ccc(F)cc3)c(=O)c3ncccc32)cc1	-7.0
CSc1ccc(-c2nc(-c3ccc(Br)cc3)c(-c3ccccc3Br)[nH]2)cc1	2.0
COc1ccc(Cl)cc1NC(=O)C(=O)NC[C@](C)(OC)c1ccccc1F	-2.0

A few values from the results shown.
For SSB-PriA inh, COc1ccccc1CNC(=O)CN(C)c1nc2c(C(F)(F)F)cccc2s1 reads -4.0
For SSB-PriA inh, CCn1c(=NC(=O)c2ccccc2S(=O)(=O)CC)sc2cc3c(cc21)OCCO3 reads -4.0

Reprinted from the entries so far (7 entries):
structure	SSB-PriA inh
CCc1nc(Nc2ccc(N(C)C)cc2)c2oc3ccccc3c2n1	67.0
COc1ccc(C(=O)NCCn2ncc3c(=O)n(Cc4cccc(Cl)c4)cnc32)cc1	9.0
COC(=O)c1ccc(S(=O)(=O)N2CCCN(CCn3nc(C)cc3C)CC2)cc1	0.0
Cc1cc2nnn(-c3ncnc4sc(-c5ccccc5)cc34)c2cc1C	-10.0
CCC(CC)C(=O)Nc1cccc(C(C)=NNC(=O)c2c(Br)cnn2C)c1	-2.8
OCC1(CO)COC1	-11.0
COc1ccc(C)cc1S(=O)(=O)NCC(c1cccn1C)N1CCc2ccccc2C1 (configuration not stated)	2.0

Following part
structure	SSB-PriA inh
CC(=NNC(=S)Nc1cccc(C)c1)c1ccco1	20.1
CC(C)CS(=O)(=O)C1CCN(C(=O)Cc2ccc(Br)cc2)CC1	-10.0
O=C(c1ccc(C(F)(F)F)nc1)N1CCN(c2cc3c(nn2)CCCC3)CC1	-1.0
Cc1nc(-c2ccc(N3CCN(C(=O)c4cnn(-c5ccccc5)n4)CC3)nc2)no1	-1.0
Cc1cc(F)ccc1S(=O)(=O)NCCc1csc(-c2ccc(C(F)(F)F)cc2)n1	-16.0
Cc1ccc2nc(-c3ccc(NC(=O)C(=O)c4c(C)[nH]c5ccccc45)cc3)sc2c1	19.0
N#Cc1ccsc1NC(=O)COc1ccc(Cl)cc1	-12.0&-8.0
